Screening data from PubChem BioAssay.
Jurkat NFkB inh: lowers PMA/ionomycin-induced NF-kB signal in Jurkat cells; inhibition, % at 4 µM; 330,000 tested, 0.53% active; PMA/ionomycin-induced NF-kB luciferase reporter, luminescence; AID 435003; in the data active = inhibition above about 50%
UBC13 inh: human UBC13 polyubiquitination inhibition | P61088 | UBC13 polyubiquitin chain formation, TR-FRET | inhibition, % at 20 µM | 330,000 tested, 0.47% active; in the data active = inhibition above about 45%, passing the limit was not always enough
Target sequence (P61088 whole entry, looked up): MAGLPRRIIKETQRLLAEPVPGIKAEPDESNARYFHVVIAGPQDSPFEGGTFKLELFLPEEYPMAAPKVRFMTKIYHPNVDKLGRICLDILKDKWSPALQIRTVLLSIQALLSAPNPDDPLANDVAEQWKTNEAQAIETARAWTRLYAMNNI
Gli-Sufu block: blocks Gli-Sufu signaling in a luciferase reporter; Sufu-KO-LIGHT fibroblasts, Gli luciferase reporter luminescence; inhibition, % at 5 µM; 340,000 tested, 0.74% active; AID 588413;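 active = inhibition above about 55%, limit read from the data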;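 note: 0% = DMSO-treated cells and 100% = wells with medium but no cells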
APJ antag: APJ receptor antagonism | 330,000 tested, 0.32% active | CHO-K1 APJ beta-arrestin complementation, luminescence | inhibition, % at 20 µM | P35414;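 active = inhibition above about 40% at 20 µM, limit read from the data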;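 note: cells challenged with 10 nM apelin-13 agonist together with compound; plate controls were apelin-13 plus DMSO wells for no effect and DMSO wells lacking apelin-13 for full effect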
Target sequence (P35414 whole entry, looked up): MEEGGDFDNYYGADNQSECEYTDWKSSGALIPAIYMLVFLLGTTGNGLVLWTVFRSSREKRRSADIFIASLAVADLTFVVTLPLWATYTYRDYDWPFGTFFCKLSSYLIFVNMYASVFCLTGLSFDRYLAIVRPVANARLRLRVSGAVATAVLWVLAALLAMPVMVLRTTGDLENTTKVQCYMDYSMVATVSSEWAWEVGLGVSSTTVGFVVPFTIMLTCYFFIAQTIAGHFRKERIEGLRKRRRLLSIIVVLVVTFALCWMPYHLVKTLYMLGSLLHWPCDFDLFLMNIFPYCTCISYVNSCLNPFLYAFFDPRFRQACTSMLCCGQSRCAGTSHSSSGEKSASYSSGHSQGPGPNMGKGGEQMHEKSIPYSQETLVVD
EBI2 antag: blocks human EBI2 receptor beta-arrestin signaling | inhibition, % at 5 µM | P32249 | AID 651636 | EBI2 beta-arrestin recruitment, luminescence, 7a,25-OHC stimulated | 360,000 tested, 0.81% active; in the data active = inhibition above about 38%;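 note: enzyme fragment complementation signal reports receptor beta-arrestin coupling in cells; 0% = agonist plus DMSO wells and 100% = wells without agonist; some results beyond the cut were filed as inactive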
697 NFkB inh: lowers PMA/ionomycin-induced NF-kB signal in 697 B cells | 697 B-cell NF-kB luciferase reporter, 16 h | inhibition, % at 4 µM | 330,000 tested, 0.33% active | AID 435022; in the data active = inhibition above about 35%
CXCR6 inh: blocks human CXCR6 beta-arrestin recruitment; O00574; CHO-K1 PathHunter CXCR6 beta-arrestin, luminescence; inhibition, % at 20 µM; 360,000 tested, 0.36% active; in the data active = inhibition above about 34%, passing the limit was not always enough;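 note: antagonist mode with CXCL16 agonist at 10 nM final; 0% = 10 nM CXCL16 with DMSO and 100% = unstimulated wells without agonist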
CCR6 antag: blocks CCL20-driven beta-arrestin recruitment at human CCR6; P51684; CHO-K1 CCR6 PathHunter beta-arrestin, luminescence, CCL20-stimulated; inhibition, % at 20 µM; 340,000 tested, 0.49% active;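 active = compounds whose inhibition of the agonist-driven luminescence signal at 20 µM reaches about 50%, limit read from the data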;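 note: cells stimulated with CCL20 at 14 nM final; plate controls were DMSO with CCL20 for no effect and DMSO without agonist for full effect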
Target sequence (P51684 whole entry, looked up): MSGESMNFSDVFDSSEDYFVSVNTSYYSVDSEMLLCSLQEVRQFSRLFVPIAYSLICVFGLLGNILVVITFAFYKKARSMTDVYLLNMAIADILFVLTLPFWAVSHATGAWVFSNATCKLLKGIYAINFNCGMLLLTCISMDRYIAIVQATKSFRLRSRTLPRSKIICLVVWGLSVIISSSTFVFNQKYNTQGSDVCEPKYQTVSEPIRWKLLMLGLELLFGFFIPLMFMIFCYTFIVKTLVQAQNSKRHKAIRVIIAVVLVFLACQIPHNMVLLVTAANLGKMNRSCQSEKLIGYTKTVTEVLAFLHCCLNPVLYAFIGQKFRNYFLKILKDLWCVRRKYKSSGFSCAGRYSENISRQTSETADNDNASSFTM
* = called active by the depositor; / = not tested or not shown.

SMILES | Jurkat NFkB inh | UBC13 inh | Gli-Sufu block | APJ antag | EBI2 antag | 697 NFkB inh | CXCR6 inh | CCR6 antag
Cc1nc([N+](=O)[O-])c(Sc2nc3ccc([N+](=O)[O-])cc3[nH]2)n1Cc1ccccc1 | 5 | -4 | -1 | 33 | -3 | 36* | 3 | 29
S=C(NCc1ccc(Cl)cc1)NCc1ccccn1 | 4 | -1 | -1 | 1 | -9 | -4 | 6 | 13
CCCCN(C)C(=O)CCC(=O)NNc1nc2ccccc2c2nc(C)nn12 | 1 | -4 | -4 | 12 | -6 | 8 | 7 | 1
COc1ccc(Cc2nnc(NS(=O)(=O)c3ccc(Cl)cc3)s2)cc1OC | 9 | -5 | 6 | 0 | 7 | -11 | -2 | 3
CCCNC(=O)CSc1n[nH]c(=O)n1CCc1ccccc1 | -15 | -5 | 2 | -16 | -9 | -5 | -8 | 12
CCOC(=O)C1=C(COC(=O)/C=C/c2cc(Br)ccc2F)NC(=O)NC1C (stereo unspecified) | 1 | -4 | -16 | 3 | -1 | 6 | -4 | 8
Cn1c(=O)cc(SCC(=O)N2CCCC2)c2ccc(Cl)cc21 | 0 | 2 | 25 | 5 | 0 | 13 | 1 | 5
CN1CCC(N(C)C(=S)NC(=O)c2cc(-c3cccc(Br)c3)nc3ccccc23)CC1 | 4 | 26 | 2 | 15 | -5 | 6 | 3 | 9
Cc1ccc(NC(=O)c2cccnc2)cc1S(=O)(=O)N(C)C | 5 | 2 | 0 | -4 | -5 | 25 | -14 | 16
S=C(c1ccc2c(c1)OCO2)N1CCOCC1 | -17 | -2 | 5 | 11 | 11 | 2 | 5 | -3
Cc1ccc(C)c(C(=O)C(C)Sc2nc3nn(-c4ccccc4)c(=O)c-3c3n2CCCCC3)c1 (stereo unspecified) | 16 | -11 | 7 | 0 | 19 | 5 | 8 | 18
O=C(CNS(=O)(=O)c1ccc(F)c(Cl)c1)N1CCCC1 | 4 | -3 | -2 | 9 | 2 | 9 | 5 | 7
CC1Cc2ccccc2N1S(=O)(=O)c1cccc(C(=O)NNC(=O)c2ccccc2F)c1 (stereo unspecified) | 3 | -2 | 2 | 7 | -1 | 2 | 6 | 6
Cc1nc(-c2ccccc2)nc2[nH]c(-c3ccccc3)cc(=O)c12 | 13 | 3 | 13 | -10 | 2 | 19 | -1 | -2
CC1(C)CC(=O)C(C=NCCN2CCN(C3CC(=O)N(c4ccc(Br)cc4)C3=O)CC2)=C(O)C1 (stereo unspecified) | 18 | 2 | -1 | 5 | 3 | 4 | -5 | 6
COc1ccc(NC(=O)CCCc2ccccc2)cc1OC | -72 | -10 | -40 | -12 | -2 | -94 | -4 | 1
CCOC(=O)CSc1nc2c(c(=O)n1-c1ccc(OC)cc1)SCC2 | 0 | -3 | 0 | -16 | -6 | 15 | -6 | 10
COc1ccc(S(=O)(=O)N2CCCC2C(=O)Nc2ccc(C(C)=O)cc2)cc1 (stereo unspecified) | 8 | 8 | 0 | -31 | 1 | 5 | -3 | 15
CCNCc1cc(Br)c(OCC(=O)Nc2ccccc2)c(OC)c1 | -9 | 13 | 14 | 11 | -8 | 8 | -2 | 8
NNC(=O)c1cc2ccccc2cc1O | -21 | -14 | 61* | -20 | -2 | -13 | -25 | -2
O=C(O)c1cccc(NC(=S)N/N=C/c2cccc(O)c2)c1 | 20 | 0 | -1 | 16 | 4 | 19 | 5 | 9
N#Cc1c(N)nc2c(c1-c1ccc(F)cc1)CCC2 | 8 | 10 | 1 | 17 | 9 | 1 | 2 | 9
COC(=O)C(NNc1ccc(F)cc1)(NC(=O)c1ccccc1)C(F)(F)F (stereo unspecified) | / | / | 0 | / | 11 | / | -2 | 17
O=C(COC(=O)c1ccc([N+](=O)[O-])s1)Nc1ncc(C(F)(F)F)cc1Cl | 5 | -9 | 5 | -37 | -14 | 23 | -3 | 10
O=S(=O)(Nc1ccc(Br)cn1)c1cccs1 | -1 | -9 | 2 | 13 | -5 | -2 | -7 | 12
COc1ccc(CCNC(=O)C2CCC(=O)N2Cc2ccccc2Cl)cc1OC (stereo unspecified) | 3 | -3 | 1 | 15 | -17 | 10 | 3 | -5
Cc1ccc(S(=O)(=O)N2CCC(=O)N(CCOC(=O)Nc3ccc(F)cc3)CC2)cc1 | -7 | 10 | -15 | -44 | 6 | -7 | 5 | 6
Cn1nc(-c2ccc(N3CCOCC3)c(NS(=O)(=O)c3ccc(Cl)cc3)c2)c2ccccc2c1=O | -8 | 2 | 7 | 4 | 11 | 11 | 13 | -10
COc1ccc(NC(C)=O)cc1CNC(=O)COc1ccccc1C(=O)Nc1cccc(C)c1C | -3 | 2 | 2 | -4 | 2 | 8 | -10 | 10
COc1ccc(-c2cc(C)no2)cc1S(=O)(=O)N1CCN(C(=O)c2ccco2)CC1 | 1 | -12 | 1 | 15 | -5 | -43 | 1 | -2
O=S(=O)(Nc1ccccc1Cl)c1ccc(NS(=O)(=O)c2cccs2)cc1 | 12 | -7 | 0 | 15 | 9 | 9 | 5 | 5
Cn1nnnc1SCC(=O)Nc1ncc(C(F)(F)F)cc1Cl | 0 | -24 | 2 | 15 | -6 | 0 | 4 | -1
Cc1nn(-c2ccccc2)c(Cl)c1/C=N/NC(=O)c1ccccc1F | -78 | 5 | -53 | -13 | -6 | -63 | 2 | 5
CC/C(=C/c1sc2ccc(C)cc2[n+]1CCCS(=O)(=O)[O-])SC | 2 | -4 | 3 | -12 | / | 1 | / | 0
Cc1cccc(NC(=O)Nc2nnc(N3CCCCC3C)s2)c1C (stereo unspecified) | -16 | 7 | -13 | -6 | 6 | -6 | 0 | 9
CN1CCc2c(sc(NC(=O)c3cc(Cl)sc3Cl)c2C(N)=O)C1 | -6 | 2 | 14 | 36 | 6 | -8 | 8 | 19
COC(=O)c1cccc(NC(=O)c2ccc3c(c2)C(=O)N(Cc2cccnc2)C3=O)c1 | 7 | -4 | 35 | -3 | 31 | 7 | -4 | -2
c1ccc2c(c1)Cn1nc(Cc3nc4c(s3)CCCC4)nc1-2 | -20 | 1 | 2 | 2 | 4 | -16 | -6 | -15
O=C(Cc1ccc(F)cc1)Nc1cccc(-c2ccc3nncn3n2)c1 | 0 | 14 | 0 | -4 | 0 | 19 | -6 | 8
C[C@@H]1COC(=O)[C@@H](Cc2ccc(F)cc2)C/C=C\C[C@@H](CC(=O)N(CCO)Cc2ccccc2)C(=O)N1 | 8 | 8 | -24 | 6 | -10 | 13 | 2 | -8
COc1ccc(C(=O)CSc2nnc(-c3ccco3)c(-c3ccco3)n2)cc1 | / | / | -6 | / | 3 | / | -7 | 18
O=C(CCN1C(=O)C2CCCCC2C1=O)Nc1nc(-c2ccc(F)c(F)c2)cs1 (stereo unspecified) | 5 | 7 | -4 | -4 | -8 | -6 | -17 | 12
Cc1sc2ncnc(NCCCN3CCCC3=O)c2c1C | 20 | 16 | 5 | -9 | -6 | 6 | 3 | 5
O=C(NCC(c1cccnc1)N1CCN(c2ccc(F)cc2)CC1)c1ccco1 (stereo unspecified) | 10 | -2 | -15 | 2 | 3 | -10 | -5 | 9
CCC(C)NC(=O)C1CCN(S(=O)(=O)N2CCOCC2)CC1 (stereo unspecified) | -3 | -15 | 10 | 9 | -9 | 14 | 0 | -2

In another format: three of the compounds above
Value order: Jurkat NFkB inh | UBC13 inh | Gli-Sufu block | APJ antag | EBI2 antag | 697 NFkB inh | CXCR6 inh | CCR6 antag
- CC/C(=C/c1sc2ccc(C)cc2[n+]1CCCS(=O)(=O)[O-])SC
  2 | -4 | 3 | -12 | / | 1 | / | 0
- O=S(=O)(Nc1ccccc1Cl)c1ccc(NS(=O)(=O)c2cccs2)cc1
  12 | -7 | 0 | 15 | 9 | 9 | 5 | 5
- COC(=O)c1cccc(NC(=O)c2ccc3c(c2)C(=O)N(Cc2cccnc2)C3=O)c1
  7 | -4 | 35 | -3 | 31 | 7 | -4 | -2

Further compounds follow.
SMILES | Jurkat NFkB inh | UBC13 inh | Gli-Sufu block | APJ antag | EBI2 antag | 697 NFkB inh | CXCR6 inh | CCR6 antag
COc1ccc(CN2CCNC(=O)C2CC(=O)NC2CCCCCCC2)cc1OC (stereo unspecified) | 9 | -13 | 0 | 7 | -4 | 2 | 8 | 6
N=C1/C(=C\c2ccc(OC(=O)c3ccccc3)cc2)C(=O)N=C2SC(N3CCOCC3)=NN12 | 5 | -38 | 0 | 19 | 0 | 21 | 4 | 16
Cc1cc(C)cc(N2CC(C(=O)OCC(=O)Nc3cc(C)on3)CC2=O)c1 (stereo unspecified) | -5 | -1 | 11 | -2 | -7 | -12 | -2 | 9
COC(=O)c1sccc1NC(=O)Cn1cnc2c1c(=O)n(C)c(=O)n2C | 6 | 4 | 19 | 29 | 3 | 11 | 6 | 10
CC1Cc2ccccc2N1C(=O)CCS(=O)(=O)c1cccs1 (stereo unspecified) | -6 | -1 | -23 | 9 | 2 | 1 | -4 | -21
COCCc1ncc(CN2CCC(C(=O)Nc3cccc(-c4cscn4)c3)CC2)cn1 | 10 | -13 | -2 | -12 | -7 | -9 | -2 | 8
CS(=O)(=O)c1nc(S(=O)(=O)c2ccc(Cl)cc2)c(N2CCOCC2)s1 | 14 | -1 | 4 | 4 | 9 | 0 | 6 | 11
O=c1c2ccccc2nnn1CSc1ccc2c(c1)OCCO2 | -92 | 1 | -110 | -1 | -6 | -129 | -2 | 9
O=C1C=C(c2ccc3c(c2)OCO3)CCC1 | 6 | -4 | -13 | 0 | 3 | 22 | -1 | 3
Cc1cc(C(=O)NNC(=S)Nc2cccc(C(F)(F)F)c2)nn1C | -1 | -17 | -9 | 31 | 0 | -6 | 0 | -1
S=c1[nH]nc(-c2ccc3ccccc3n2)n1-c1ccc2ncccc2c1 | 7 | 0 | -14 | 6 | -5 | 0 | 2 | 26
O=C(C[C@@H]1C/C=C\C[C@@H](Cc2ccc(F)cc2)C(=O)OC[C@H]2CCCN2C1=O)N[C@H](CO)Cc1ccccc1 | -9 | 2 | 1 | -1 | 5 | -16 | 6 | 7
O=C(c1ccco1)N1CCCC(c2nc3c(nnn3Cc3ccc(Cl)cc3Cl)c(=O)[nH]2)C1 (stereo unspecified) | 12 | 9 | 10 | -2 | -6 | -9 | -9 | -3
COc1ccc(S(=O)(=O)N(C)C)cc1NC(=O)c1ccc(OCC(=O)N2CCOCC2)c(OC)c1 | 10 | 2 | -7 | 24 | -8 | 10 | -4 | 5
O=C(Nc1ccccc1-c1ccccc1)c1ccccc1Br | 4 | -3 | 10 | 20 | -1 | 5 | 6 | 13

Some of the entries so far, with two lines to a compound.
Values run as follows: Jurkat NFkB inh	UBC13 inh	Gli-Sufu block	APJ antag	EBI2 antag	697 NFkB inh	CXCR6 inh	CCR6 antag
> COc1ccc(Cc2nnc(NS(=O)(=O)c3ccc(Cl)cc3)s2)cc1OC
→ 9	-5	6	0	7	-11	-2	3
> CCCNC(=O)CSc1n[nH]c(=O)n1CCc1ccccc1
→ -15	-5	2	-16	-9	-5	-8	12
> CCOC(=O)C1=C(COC(=O)/C=C/c2cc(Br)ccc2F)NC(=O)NC1C (stereo unspecified)
→ 1	-4	-16	3	-1	6	-4	8

The results go on:
SMILES | Jurkat NFkB inh | UBC13 inh | Gli-Sufu block | APJ antag | EBI2 antag | 697 NFkB inh | CXCR6 inh | CCR6 antag
Cc1ccc(OCC(=O)Nc2ccc(S(=O)(=O)N3CCOCC3)cc2)c(Br)c1 | -1 | -3 | -9 | 3 | 8 | 5 | 0 | 11
Cc1ccc(CNC(=O)c2nnn(CC(=O)Nc3cc(C)cc(C)c3)c2N)cc1 | 4 | 2 | -10 | 30 | -1 | 1 | -1 | 14
Cc1nc(NCc2ccco2)c(C#N)c2c1COC(C)(C)C2 | 7 | 7 | -8 | 13 | -1 | -16 | 3 | 9
Cc1ccc(CN(C(=O)c2c(F)cccc2F)C2CC(C)(C)NC(C)(C)C2)o1 | 9 | 11 | 6 | -9 | 0 | 18 | -5 | -8
COc1ccc(-c2nnc3ccc(SCC(=O)NCc4ccco4)nn23)cc1OC | 0 | 3 | -38 | 2 | -3 | 22 | -2 | -6
Cc1cccc(NC(=O)c2cc3c(=O)n4ccccc4nc3s2)c1 | -32 | 4 | 11 | -3 | 2 | 9 | 9 | 9
CCOc1ccc(OCCn2c(SCC(=O)O)nc3ccccc32)cc1 | 11 | -6 | -21 | 20 | -8 | 3 | 6 | 8
FC(F)C(F)(F)c1cc(-c2ccccc2)n[nH]1 | 0 | 6 | -8 | 2 | 0 | -11 | -21 | 9
COc1cccc(NC(=O)c2cc(S(=O)(=O)N3CCc4ccccc43)cn2C)c1 | 3 | 2 | 4 | 0 | 19 | -5 | -12 | -12
